# Screening results deposited in PubChem BioAssay by The Scripps Research Institute Molecular Screening Center.
# OX1R antag-1 – human HCRTR1 antagonism. CHO/OX1R cells, Fluo-8 calcium fluorescence, orexin A. inhibition, % at 5 µM. actives 0.43% (n = 330,000). AID 434989;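 active = inhibition above its plate's threshold, mean inhibition of all tested compounds on the plate plus 3 SD, cut at about 37% in these data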;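 note: 0% = orexin A challenge wells and 100% = SB-334867-A antagonist wells; not every result past the cut was called active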
# Target sequence (O43613 whole entry, looked up): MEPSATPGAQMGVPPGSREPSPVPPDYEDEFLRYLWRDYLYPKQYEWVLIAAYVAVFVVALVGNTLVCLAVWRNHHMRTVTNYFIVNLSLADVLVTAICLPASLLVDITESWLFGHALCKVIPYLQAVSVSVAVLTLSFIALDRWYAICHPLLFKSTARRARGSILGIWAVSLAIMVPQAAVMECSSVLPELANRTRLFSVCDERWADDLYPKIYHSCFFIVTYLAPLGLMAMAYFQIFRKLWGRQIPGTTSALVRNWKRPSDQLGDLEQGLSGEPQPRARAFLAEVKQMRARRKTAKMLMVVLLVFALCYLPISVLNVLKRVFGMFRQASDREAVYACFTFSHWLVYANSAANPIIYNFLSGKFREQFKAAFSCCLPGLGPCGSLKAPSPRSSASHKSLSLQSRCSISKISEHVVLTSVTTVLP
# OX1R antag-2 – OX1R (human) antagonism. inhibition, % at 6.6 µM. actives 1.8% (n = 330,000). AID 485270. O43613. OX1R-expressing cells, FRET antagonist read-out; in the data active = inhibition mostly above about 38%, no sharp cut-off; inactive = mostly below about 40%;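 note: 0% = agonist challenge alone and 100% = reference antagonist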
# Starred values were filed as active, the others as inactive.
# The first 3 records, ahead of the listing:
structure | OX1R antag-1 | OX1R antag-2
COc1ccc(CNC(=O)C2CCC(=O)N(CCCN3CCCC3=O)C2)cc1 (stereo unspecified) | 5 | 16
Cc1ccc(NC(=O)c2ccc3nsnc3c2)c(Cl)c1 | -2 | 16
CCN1C(=O)/C(=C/C=C2\C=CN(CC)c3ccccc32)SC1=S | -13 | 18

# Results, repeating the preview:
structure | OX1R antag-1 | OX1R antag-2
COc1ccc(CNC(=O)C2CCC(=O)N(CCCN3CCCC3=O)C2)cc1 (stereo unspecified) | 5 | 16
Cc1ccc(NC(=O)c2ccc3nsnc3c2)c(Cl)c1 | -2 | 16
CCN1C(=O)/C(=C/C=C2\C=CN(CC)c3ccccc32)SC1=S | -13 | 18
O=C(NC1CCCCCCC1)C1CCCN(S(=O)(=O)c2cnc[nH]2)C1 (stereo unspecified) | -12 | 11
Cc1ccc(NC(=O)C2C3CCC(O3)C2C(=O)O)cc1C (stereo unspecified) | -20 | 3
O/N=C\c1ccccc1Oc1ccc(F)cc1 | -15 | 5
Cc1cc(-c2ccccc2)nc(N/N=C/c2ccccc2)n1 | -23 | 20
CCN(CC)C(=O)CSc1nnc(-c2ccc(S(=O)(=O)N3CCOCC3)cc2)n1C | -12 | 14
Nc1nc(-c2cccnc2)nn1C(=O)COc1ccccc1 | -12 | 8
CCN(C(=O)CSc1nnnn1C)C1CCCCC1 | -17 | 12
CCCCCn1c(=O)[nH]c2cc(C(=O)Nc3ccc(OC)cc3)ccc2c1=O | -1 | 11
Cc1ccccc1Cn1c(O)c(N=NC(=S)Nc2ccccc2F)c2ccccc21 | -37 | 2
CC(C)(C)NC(=O)C(c1ccco1)N(Cc1ccc(F)cc1)C(=O)c1snc(C(N)=O)c1N (stereo unspecified) | -36 | 10
c1ccc(/N=C2\N=C(Nc3ccccn3)c3ccccc32)nc1 | -4 | 1
c1ccc2c(c1)nc(N1CCOCC1)c1c3ccccc3[nH]c21 | -39 | 8
CCCCCOC(=O)C1=C(C)N(C)C(=O)NC1c1cc(Br)c(O)c(OC)c1 (stereo unspecified) | -20 | 8
CCOC(=O)C1=C(O)C(=O)N(CCCn2ccnc2)C1c1ccc(OC)cc1 (stereo unspecified) | -12 | 20
C=CCSc1nc(C)c(Cc2cccc3ccccc23)c(=O)[nH]1 | -10 | 9
N#Cc1c(Cn2cncn2)nc(=O)n(-c2ccc(Cl)cc2)c1N | -10 | 22
CC(=O)N1c2ccccc2-c2nc3ccccc3n2C1C (stereo unspecified) | -29 | -2

# Given with values ahead of the structure: part of the list above
OX1R antag-1	OX1R antag-2	SMILES
-4	1	c1ccc(/N=C2\N=C(Nc3ccccn3)c3ccccc32)nc1
-39	8	c1ccc2c(c1)nc(N1CCOCC1)c1c3ccccc3[nH]c21

# Following part:
structure | OX1R antag-1 | OX1R antag-2
CCCCNc1nc2ccccc2nc1NS(=O)(=O)c1ccc(F)cc1 | -29 | 11
Nc1nc(SCC(=O)NCc2ccccc2)[nH]c(=O)c1NC(=O)c1ccccc1F | -15 | 26
COc1ccc(CC(=O)OCC(=O)c2ccc(OC)c(OC)c2)cc1 | -25 | 2
CN(C)c1nc(C(=O)Nc2ccccc2)nc(N(C)C)n1 | -25 | 41
CCn1cc(C(=O)N2CCN(c3ccccc3OC)CC2)c2cc(OC)c(OC)cc2c1=O | -24 | 11
Cc1ccc2nc(-c3ccc(NC(=O)C(C)Sc4nncs4)cc3)sc2c1 (stereo unspecified) | 0 | 9
S=C(Nc1ccc(Cl)c(Cl)c1)N1CCCC1 | -4 | 4
Cc1ccc(C2(C)NC(=O)N(CC(=O)NNC(=O)c3ccccc3)C2=O)cc1 (stereo unspecified) | 14 | -1
OC1(c2ccc(F)cc2)CCN(Cc2ccccc2)C1 (stereo unspecified) | -26 | 9
O=[N+]([O-])c1ccc2nc(CN3CCCCC3)[nH]c2c1 | -20 | 15
COc1cc(OC)c2c(-c3cccc(-c4ccc(F)c(Cl)c4)c3)cc(=O)oc2c1 | -28 | 1
O=C1CC2(CCN(C(=O)c3cccc(F)c3)CC2)Oc2ccccc21 | -15 | 7
CCCn1c(SCC(=O)NC2CCCC(C)C2C)n[nH]c1=O (stereo unspecified) | -23 | 15
Cc1ccc(S(=O)(=O)N(CCCN(C)C)Cc2ccc3c(c2)OCO3)cc1 | -16 | -8
O=C1COc2ccc(C(=O)COC(=O)c3cc(S(=O)(=O)N4CCOCC4)ccc3F)cc2N1 | -24 | 11
COc1ccccc1NC(=O)c1ccc(NC(=O)COC(=O)CC(NC(=O)c2ccccc2Cl)c2ccccc2)cc1 (stereo unspecified) | -3 | 9
CCc1ccc(OCC(=O)NC(NC(=S)Nc2ccccc2C)C(Cl)(Cl)Cl)cc1 (stereo unspecified) | -17 | 18
Cc1ccc(NC(=O)COC(=O)c2c(C)nn(-c3ccccc3)c2C)cc1 | -3 | 5
CCN1C(=O)/C(=C2\Sc3ccccc3N2CC)OC1=S | -6 | 33
Cc1ccc(S(=O)(=O)C2CS(=O)(=O)CC2O)cc1 (stereo unspecified) | 5 | 15
O=C(Nc1ccccc1F)NC1CCN(Cc2nnnn2Cc2ccc(F)cc2)CC1 | -2 | 13
O=C(CC1C[C@H](C(=O)N2CCCCC2)[C@@]2(CCc3ccccc3)c3[nH]c4ccccc4c3CCN2C1=O)NCCCn1ccnc1 (stereo partly specified) | -30 | 0
CN(CCOc1ccccc1)C(=O)c1cc(-c2ccco2)nc2ccccc12 | -7 | 23
c1ccc(-c2nn3c(C4CCCCC4)nnc3s2)cc1 | -34 | 28
O=C(/C=N/O)Nc1ccc2sc3ccccc3c2c1 | 3 | 35
O=S(=O)(c1cccs1)N1CCN(c2ccccc2F)CC1 | -17 | 25
COc1ccc(NCC(O)Cn2cnc3c2c(=O)n(C)c(=O)n3C)cc1 (stereo unspecified) | -6 | -1
CSc1ccccc1C(=O)NC1CC2CCC1C2 (stereo unspecified) | -9 | 17
CCOc1ccc2nc(N3CCC(C(=O)N4CCN(C(=O)c5ccco5)CC4)CC3)sc2c1 | -24 | 3
Nc1c(C(=O)O)cnn1-c1ccc([N+](=O)[O-])cc1 | 2 | 29
CN(C)c1cccc(O)c1 | -9 | 13
CCOC(=O)CCCCCC(=O)Nc1ccc2c(c1)CC(=O)N([C@@H](C)CO)C[C@@H](C)[C@@H](CN(C)C(=O)Nc1ccc(C(F)(F)F)cc1)O2 | -12 | 13
CCCC1=[N+](CC(=O)c2ccc(C)cc2)CCn2cccc21 | 1 | 32
C=CCN1CCc2cc(O)c(O)cc2C(c2ccccc2)C1 (stereo unspecified) | -9 | 15
Cc1ccc(NC(=O)Cn2cccc2C2=NC(c3ccccc3)CO2)c(C)c1 (stereo unspecified) | -11 | 13
COc1ccc(C2=NS(=O)(=O)N(C)C(C(=O)N3CCCCC3C)=C2)cc1 (stereo unspecified) | -21 | 8
CCOC(=O)c1c(C)c(C(=O)N2CCN(C(=O)c3ccco3)CC2)c(C)n1C | -8 | 13
O=C(c1cc(N2C(=O)C3C4CCC(C4)C3C2=O)ccc1Cl)N1CCN(c2ccccc2F)CC1 (stereo unspecified) | -9 | -8
CCOC(=O)C1CCN(C(=O)c2cc3c(=O)n4ccccc4nc3s2)CC1 | -21 | 48
COCCn1c(=NC(=O)CCS(=O)(=O)c2ccccc2)sc2cc(F)ccc21 | -18 | 16
O=C(NCCN1CCc2ccccc2C1)Nc1ccc(F)cc1 | -19 | 2
CC(C)OCCCNc1ncc2c(n1)CC(c1ccc(N(C)C)cc1)CC2=O (stereo unspecified) | -23 | 1
COc1cc(/C=C2\SC(=S)N(NC(=O)c3cccnc3)C2=O)ccc1O | 9 | 56
Cc1[nH]c(=O)[nH]c(=O)c1S(=O)(=O)N1CCC(C(=O)N2CCN(c3cccc(C(F)(F)F)c3)CC2)CC1 | 0 | 4
COc1ccc(N2CCN(S(=O)(=O)c3ccc4c(c3)NC(=O)C(C)S4)CC2)cc1 (stereo unspecified) | -26 | 26
COc1ccccc1NS(=O)(=O)c1cc(NC(=O)CC(C)(C)C)ccc1N1CCOCC1 | -29 | 13
Cc1ccc(S(=O)(=O)NCc2c(-c3ccccc3)noc2C)cc1 | -29 | 9
CNC(=O)CN(c1cccc(Br)c1)S(C)(=O)=O | -18 | 24
COc1cc(C(=O)Nc2nc3ccccc3s2)ccc1OCc1c(C)noc1C | -7 | 12
COc1ccc2c(C(=O)NCCCCO)c(-c3ccc(S(C)(=O)=O)cc3)sc2c1 | 0 | 17

# Other compounds:
structure | OX1R antag-1 | OX1R antag-2
CSCCCNC(=S)Nc1cccc(S(=O)(=O)NC2=NCCC2)c1 | 0 | 31
COCCNC(=O)C1CCC(CNS(=O)(=O)c2c(C)cc(C)cc2C)CC1 (stereo unspecified) | -40 | 7
C[C@H](CO)N1C[C@H](C)[C@@H](CN(C)Cc2ccc(-c3ccccc3)cc2)Oc2c(NS(=O)(=O)c3cccs3)cccc2C1=O | -13 | 8
Cc1nn(-c2ccccc2)c(C)c1/C=N/n1c(-c2ccc(C(C)(C)C)cc2)n[nH]c1=S | -57 | 19
O=C(COC(=O)CNS(=O)(=O)c1cc(C(F)(F)F)ccc1Cl)NC1CC1 | 2 | 3
COc1ccccc1NC(=O)Cn1c(C)nc2c(sc(=S)n2Cc2ccco2)c1=O | -26 | 10
O=C(NCc1ccccc1)c1ccc(Cl)nc1 | -12 | 5
CCSc1ccccc1C(=O)Nc1cccc(OC)c1 | -15 | 14
COc1ccc(N2CCN(CC(=O)NC(=O)NC(C)(C)C)CC2)cc1 | -9 | -2
COc1ccc(NS(=O)(=O)c2cccc(NC(=O)COc3ccc(OC)cc3)c2)cc1 | 3 | 12
CCn1c(O)c(N=NC(=O)CNc2ccc(C)cc2)c2ccccc21 | -23 | 28
COc1ccc(S(=O)(=O)Nc2ccc(F)cc2F)cc1C(=O)N1CCOCC1 | -3 | 11
COCC(C)n1c(=O)sc2ccccc2c1=O (stereo unspecified) | -18 | 4
COC(CN(C(=O)CCl)C(C(=O)NC1CCCCC1)c1ccc(Cl)cc1)OC (stereo unspecified) | -21 | -4
N#Cc1c(N)nc(SCc2ccccn2)c(C#N)c1-c1cccs1 | 15 | 12
O=C1C[C@@H]2CCN3C(=O)CCC[C@@H]([C@H]23)[C@@H]1Cc1ccccc1 | 3 | 6
O=C(O)CCCN1C(=O)C(=O)/C(=C(/O)c2ccc(Cl)cc2)C1c1ccccc1 (stereo unspecified) | -10 | 2
COc1ccc(-c2ccc(-c3cc(=O)oc4c(C(C)C)ccc(C)c34)cc2)cc1 | -6 | 7
O=C(NCCNS(=O)(=O)c1ccccc1)c1cc(OCC(F)(F)F)ccc1OCC(F)(F)F | -32 | 21
CCc1cccc(C)c1N=Cc1c(O)c2ccccc2oc1=O | -4 | 54*
COc1ccc(NC(=O)CN2CCCCC2)cc1S(=O)(=O)N1CCCCC1 | -2 | 3
COc1ccc(NC(=O)C2CC(=O)N/C(=N/N=C/c3ccccc3)S2)cc1 (stereo unspecified) | -7 | 8
CC(C)(C)c1ccc(NC(=O)Nc2ccc(OCC(=O)N3CCOCC3)cc2)cc1 | -13 | 23
CC1(CCc2ccccc2)NC(=O)N(CC(=O)N2CC(=O)Nc3ccccc32)C1=O (stereo unspecified) | -4 | 8
CC(C)=CCc1c(O)c(CC=C(C)C)c2occ(-c3ccc(O)cc3)c(=O)c2c1O | -19 | 13
COc1ccc(C(C)=O)cc1CC(=O)NC1CCCCCC1 | -19 | 33
CC1=CC(=Nc2c(C)n(C)n(-c3ccccc3)c2=O)C=C(C)C1=O | -10 | 2
O=C(COC(=O)C(O)c1ccccc1)NC12CC3CC(CC(C3)C1)C2 (stereo unspecified) | -5 | 32
Cc1cc(NC(=O)c2ccc3nc(C)sc3c2)no1 | -5 | 28
Cc1c(C(=O)N2CCN(Cc3ccccc3)CC2)sc2ncnc(N3CCOCC3)c12 | -25 | 21
COc1ccc([N+](=O)[O-])cc1NC(=O)CSc1nc(C)cc(C)n1 | -9 | 31
Cc1ccnc2c(N3C(=O)C4C5C=CC(C5)C4(C)C3=O)cccc12 (stereo unspecified) | -11 | 10
COc1ccc(N2CCN(C(=O)CSc3nnc(-c4ccc5[nH]c(C)c(C)c5c4)o3)CC2)cc1 | -7 | 15
Cc1ccccc1CCNC(=O)C1CC(O)CN1C(=O)Nc1ccccc1 (stereo unspecified) | -11 | 31
COC(=O)c1sccc1NC(=O)c1cc(-c2cc(C)ccc2C)nc2ccccc12 | -14 | 9
CC(C)C(=O)NC(C)C(c1cccs1)N1CCOCC1 (stereo unspecified) | -1 | 7
Cc1cc(C)nc(/N=C(\N)Nc2ccc(S(=O)(=O)Nc3nccc(C)n3)cc2)n1 | -13 | 13
CCC(C)(C)NC(=O)C1CCN(c2nc(C)cc(C)n2)CC1 | -7 | 9
O=CN1CCN(C(=O)Cc2ccc([N+](=O)[O-])cc2)CC1 | 1 | 32
N#CC[C@H](Cc1ccccc1)N1CC[C@@H](O)CCC1=O | -13 | 19

# 5 entries from above, with values under each structure.
# Each structure is followed by: OX1R antag-1 | OX1R antag-2
> Cc1ccnc2c(N3C(=O)C4C5C=CC(C5)C4(C)C3=O)cccc12 (stereo unspecified)
  -11 | 10
> COc1ccc(N2CCN(C(=O)CSc3nnc(-c4ccc5[nH]c(C)c(C)c5c4)o3)CC2)cc1
  -7 | 15
> Cc1ccccc1CCNC(=O)C1CC(O)CN1C(=O)Nc1ccccc1 (stereo unspecified)
  -11 | 31
> COC(=O)c1sccc1NC(=O)c1cc(-c2cc(C)ccc2C)nc2ccccc12
  -14 | 9
> CC(C)C(=O)NC(C)C(c1cccs1)N1CCOCC1 (stereo unspecified)
  -1 | 7

# New compounds follow:
structure | OX1R antag-1 | OX1R antag-2
CCCNC(=O)c1ccc2c(c1)CCN2S(C)(=O)=O | -11 | 0
Cc1ccccc1NC(=O)CSc1nc2cc3c(cc2cc1C)CCC3 | -25 | 9
CN(CC(=O)NCc1ccc(F)cc1)S(=O)(=O)c1cccc2nsnc12 | -16 | 58
Cc1ccc(NC(=O)N2CCCC2C(=O)Nc2nnc(C(C)C)s2)cc1 (stereo unspecified) | -27 | 6
COc1ccc(CC(=S)N2CCOCC2)cc1F | -6 | 9
Cc1c(NS(=O)(=O)c2ccc3nc(COc4ccccc4Cl)[nH]c3c2)c(=O)n(-c2ccccc2)n1C | -18 | 25
